PfG6PD inh: PfG6PD (Plasmodium falciparum) enzyme inhibition | AID 504690 | PfGluPho enzyme, NADPH resazurin-diaphorase fluorescence | inhibition, % at 20 µM | 0.78% of 350,000 active;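 active = inhibition reaching at least a set limit at 20 µM in the primary screen, cut at about 59% in these data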;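 also: 0% = DMSO wells with substrate and 100% = DMSO wells lacking glucose-6-phosphate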
hIAP inh: human IAP inhibition; purified IAP, CDP-Star luminescence, 30 min; inhibition, % at 10 µM; 0.12% of 330,000 active;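 active = inhibition reaching a set limit with compound at 10 µM in the primary screen, cut at about 35% in these data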;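 also: plate controls were DMSO wells with enzyme for no effect and no-enzyme buffer wells for full effect; values of inactives mirror those of a sister screen read the other way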
Target sequence (P09923 whole entry, looked up): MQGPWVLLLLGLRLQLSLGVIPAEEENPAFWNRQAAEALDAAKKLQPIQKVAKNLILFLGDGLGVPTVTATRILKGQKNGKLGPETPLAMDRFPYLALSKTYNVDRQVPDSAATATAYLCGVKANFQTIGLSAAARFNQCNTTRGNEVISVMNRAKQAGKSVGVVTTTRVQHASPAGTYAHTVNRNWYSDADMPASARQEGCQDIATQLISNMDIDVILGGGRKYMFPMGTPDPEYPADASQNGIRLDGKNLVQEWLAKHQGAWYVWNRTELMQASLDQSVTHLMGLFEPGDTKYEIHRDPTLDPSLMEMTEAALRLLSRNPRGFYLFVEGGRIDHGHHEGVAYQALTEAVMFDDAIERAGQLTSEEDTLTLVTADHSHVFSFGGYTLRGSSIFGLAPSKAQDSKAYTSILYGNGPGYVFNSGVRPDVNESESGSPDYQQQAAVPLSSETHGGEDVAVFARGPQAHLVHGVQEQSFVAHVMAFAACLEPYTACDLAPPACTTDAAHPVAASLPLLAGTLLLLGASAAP
APOBEC3A inh: inhibitors of human APOBEC3A DNA deaminase; inhibition, % at 20 µM; 0.41% of 330,000 active; recombinant A3A, FAM/TAMRA ssDNA deamination fluorescence; P31941;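 active = at least 40% inhibition at 20 µM here, with at most 30% in a related deaminase screen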;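 also: plate controls were A3A with DMSO for no effect and wells lacking A3A enzyme for full effect; some results filed as inactive read as strong as hits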
Target sequence (P31941 whole entry, looked up): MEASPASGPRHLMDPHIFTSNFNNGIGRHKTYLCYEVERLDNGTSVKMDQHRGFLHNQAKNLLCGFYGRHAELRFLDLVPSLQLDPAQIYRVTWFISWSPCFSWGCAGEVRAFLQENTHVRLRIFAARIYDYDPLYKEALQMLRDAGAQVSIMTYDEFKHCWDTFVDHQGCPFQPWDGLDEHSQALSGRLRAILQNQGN
HKDC1 inh: HKDC1 (human) hexokinase inhibition. inhibition, % at 20 µM. 0.16% of 340,000 active. recombinant HKDC1, G6PDH/diaphorase resazurin coupled fluorescence. Q2TB90;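 active = inhibition above about 35% when tested at 20 µM, limit read from the data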;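 also: plate controls were DMSO wells with enzyme for no effect and DMSO wells lacking enzyme for full effect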
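Material: recombinant HKDC1 hexokinase; Amount: HKDC1 at 5 µg/mL; Medium: Tris pH 8.0 buffer with MgCl2, Tween-20, BSA, BME; Schedule: 90 min reaction incubation at room temperature, dark; Technique: coupled resazurin fluorescence, excitation 525 nm, emission 613 nm.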
mIAP block: mouse IAP inhibition; inhibition, % at 10 µM; 0.2% of 330,000 active; purified mouse IAP, CDP-Star luminescence, 30 min; AID 2806;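 active = inhibition of at least 40% at 10 µM in the primary screen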;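 also: plate controls were DMSO with enzyme for no effect and no enzyme wells for full effect; values of inactives mirror those of a sister screen read the other way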
ATG4B inh: blocks human ATG4B protease cleavage of LC3 substrate; Q9Y4P1; ATG4B cleavage of LC3-PLA2, NBD-HPC fluorescence, 1 h; inhibition, % at 8.33 µM; 0.51% of 340,000 active; in the data active = inhibition above about 40%
mIAP activ: mouse IAP activation; muIAP, CDP-Star luminescence, 30 min; stronger effect = higher value; 1 = vehicle-only enzyme signal, 0 = enzyme-free wells; activation factor at 10 µM; 0.24% of 330,000 active; AID 2805;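 active = activation factor of at least 2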; also: the source names both 10 and 20 µM as test concentration; values of inactives mirror those of a sister screen read the other way
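Assay system: mouse IAP enzyme; reagent: chemiluminescent substrate CDP-Star; dosing: test compounds delivered from DMSO solution; schedule: 30 min at room temperature; measured by: luminescence from enzymatic CDP-Star hydrolysis; controls: DMSO-only wells and no-enzyme negative control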
hIAP activ: increases human intestinal alkaline phosphatase activity; P09923; purified human IAP, CDP-Star luminescence, 30 min; stronger effect = higher value; 1 = vehicle-only enzyme, 0 = enzyme-free background; activation factor at 10 µM; 0.16% of 330,000 active;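 active = activation factor of the enzyme at least 2-fold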; also: the source names both 10 and 20 µM as test concentration; values of inactives mirror those of a sister screen read the other way
Numbers without * were called inactive; x = no result given.

(1) Cc1c(/C=N/NC(=O)c2cccnc2)c2ccccn2c1C(=O)c1ccc(F)cc1
(2) CCOc1ccc(-n2c(Cc3ccccc3)nnc2SCc2c(C)noc2C)cc1
(3) CCN(CC(=O)Nc1c(F)cccc1F)C(=O)CNC(=O)c1ccco1
(4) O=C1CC(c2ccc(Br)cc2)NC(c2ccc(Br)cc2)C1c1ccccc1 (stereo not given)
(5) Cc1c(NC(=O)/C=C/c2cn(-c3ccccc3)nc2-c2ccccc2)c(=O)n(-c2ccccc2)n1C

Screen / compound no.,1,2,3,4,5
PfG6PD inh,x,2.2,-11.2,x,-2.9
hIAP inh,-2.2,8.9,-3.4,-5.2,-8.9
APOBEC3A inh,-1.9,-0.7,6.0,-0.3,-6.2
HKDC1 inh,x,-6.5,-3.1,x,0.2
mIAP block,11.8,-1.1,-2.9,-8.1,6.8
ATG4B inh,x,0.8,-10.0,x,0.8
mIAP activ,0.882,1.01,1.03,1.08,0.932
hIAP activ,1.02,0.911,1.03,1.05,1.09

(6) O=C(CC1SC(N2CCCCC2)=NC1=O)Nc1cccc(C(=O)Nc2ncccc2O)c1 (stereo not given)
(7) CC(=O)Cn1c(CN2CCCC2)nc2ccccc2c1=O
(8) CCOc1cccc2cc(C(=O)Nc3nccs3)c(=O)oc12
(9) COc1ccccc1OCc1csc(NC(=O)c2ccco2)n1
(10) CO/N=C/C(C#N)c1ncc(C(F)(F)F)cc1Cl (stereo not given)

Screen / compound no.,6,7,8,9,10
PfG6PD inh,3.8,-8.5,-4.0,-21.1,10.1
hIAP inh,6.0,5.2,8.6,-15.2,11.1
APOBEC3A inh,-3.6,-5.9,-1.8,-1.3,-2.8
HKDC1 inh,4.9,-8.2,2.5,-6.5,15.6
mIAP block,8.6,-8.7,1.9,1.9,3.9
ATG4B inh,-13.9,2.5,-11.9,5.7,8.2
mIAP activ,0.914,1.09,0.981,0.981,0.961
hIAP activ,0.94,0.948,0.914,1.15,0.889

(11) Cc1c(CC(=O)O)c(=O)oc2cc3oc4c(c3cc12)CCCC4
(12) Cc1cc(CN(C)C(=O)CC2C(=O)NCCN2Cc2c(F)cccc2Cl)n[nH]1 (stereo not given)
(13) Cc1cc(-c2ccccc2)nc(SC(C(=O)O)c2ccccc2)n1 (stereo not given)
(14) COCCNC(=O)c1ccc(CS(=O)(=O)c2ccccc2C)o1
(15) COc1ccc2cc3cc(C(=O)NCCC(C)C)oc3nc2c1

Screen / compound no.,11,12,13,14,15
PfG6PD inh,-10.5,-11.3,5.6,-6.0,-0.9
hIAP inh,-5.7,-0.9,-3.3,-1.7,3.6
APOBEC3A inh,-6.4,-4.5,0.8,1.4,2.1
HKDC1 inh,-5.7,-11.6,-9.3,-3.1,-4.5
mIAP block,0.3,9.9,-10.5,-13.1,7.0
ATG4B inh,-1.9,21.5,-5.6,4.5,-1.6
mIAP activ,0.997,0.901,1.1,1.13,0.93
hIAP activ,1.06,1.01,1.03,1.02,0.964

Structures from the list above with sulfur:
(2) CCOc1ccc(-n2c(Cc3ccccc3)nnc2SCc2c(C)noc2C)cc1
(6) O=C(CC1SC(N2CCCCC2)=NC1=O)Nc1cccc(C(=O)Nc2ncccc2O)c1 (stereo not given)
(8) CCOc1cccc2cc(C(=O)Nc3nccs3)c(=O)oc12
(9) COc1ccccc1OCc1csc(NC(=O)c2ccco2)n1
(13) Cc1cc(-c2ccccc2)nc(SC(C(=O)O)c2ccccc2)n1 (stereo not given)
(14) COCCNC(=O)c1ccc(CS(=O)(=O)c2ccccc2C)o1

Screen / compound no.,2,6,8,9,13,14
PfG6PD inh,2.2,3.8,-4.0,-21.1,5.6,-6.0
hIAP inh,8.9,6.0,8.6,-15.2,-3.3,-1.7
APOBEC3A inh,-0.7,-3.6,-1.8,-1.3,0.8,1.4
HKDC1 inh,-6.5,4.9,2.5,-6.5,-9.3,-3.1
mIAP block,-1.1,8.6,1.9,1.9,-10.5,-13.1
ATG4B inh,0.8,-13.9,-11.9,5.7,-5.6,4.5
mIAP activ,1.01,0.914,0.981,0.981,1.1,1.13
hIAP activ,0.911,0.94,0.914,1.15,1.03,1.02

(next part)
(16) Cc1ccc(C2(C)NC(=O)N(CC(=O)Nc3cc(S(=O)(=O)N4CCOCC4)ccc3C)C2=O)cc1 (stereo not given)
(17) O=c1c(Cl)c(NCCCO)cnn1-c1nc2ccccc2[nH]1
(18) O=C(Cc1ccccc1F)Nc1cc(Cl)ccc1N1CCCC1
(19) Cc1ccc(-c2nn(-c3ccccn3)c(=O)c3ccccc23)cc1
(20) O=C(COc1cc2oc(=O)c3c(c2cc1Cl)CCCC3)NCC1CCC(C(=O)O)CC1 (stereo not given)

Screen / compound no.,16,17,18,19,20
PfG6PD inh,-12.0,-0.3,-0.5,0.1,0.5
hIAP inh,5.2,29.9,1.3,-1.7,-10.2
APOBEC3A inh,-1.2,1.7,-1.6,-4.2,4.1
HKDC1 inh,-2.9,-3.7,-6.1,-10.5,4.7
mIAP block,26.5,-3.6,-0.4,-1.8,-0.8
ATG4B inh,0.1,-3.2,8.3,-1.4,-1.1
mIAP activ,0.735,1.04,1,1.02,1.01
hIAP activ,0.948,0.701,0.987,1.02,1.1

(21) CCOC(=O)N1CCC(NC(=O)c2ccc3c(c2)N(Cc2ccc(C)cc2)CCS3)CC1
(22) COc1ccc(OC)c(NC(=O)C2C3CCC(C3=C(C)C)C2C(=O)O)c1 (stereo not given)
(23) CC(OC(=O)c1cn(-c2ccccc2)nc1-c1cccnc1)C(N)=O (stereo not given)
(24) CN1CCN(c2ncnc3scc(-c4ccccc4Cl)c23)CC1
(25) Cc1ccc(NC(=O)CCc2nnc3ccc(NCc4ccco4)nn23)cc1F

Screen / compound no.,21,22,23,24,25
PfG6PD inh,21.5,18.4,-2.9,-1.5,17.0
hIAP inh,-0.4,6.9,11.2,-2.3,3.0
APOBEC3A inh,-1.6,4.6,3.3,-2.4,0.3
HKDC1 inh,-4.5,1.8,-4.8,4.1,-1.0
mIAP block,-23.3,-2.9,-0.3,-4.6,-1.8
ATG4B inh,-1.6,-15.6,-7.7,-8.5,0.5
mIAP activ,1.23,1.03,1,1.05,1.02
hIAP activ,1,0.931,0.888,1.02,0.97

(26) CCOC(=O)/C=C1\SCC(=O)N1CC(=O)NC(C)c1ccc(F)cc1 (stereo not given)
(27) Cc1ccc(N(CC(=O)NC(C)(C)C)C(=O)CS(=O)CC(=O)Nc2ccc3c(c2)OCO3)cc1 (stereo not given)
(28) CCOC(=O)C(NC(C)=O)(OCc1ccccc1)C(F)(F)F (stereo not given)
(29) COc1ccc(OCc2cc(C(=O)N3CCCC3)no2)c2ccccc12
(30) Cc1ccc(NC(=O)C2CCCN(S(=O)(=O)c3c(C)noc3C)C2)c(C)c1 (stereo not given)
(31) O=C(NCCCCc1ccccc1)C1CC(c2ccc([N+](=O)[O-])cc2)=NO1 (stereo not given)
(32) Cc1ccc(NC(=O)CN(C)C(=O)COC(=O)c2oc3ccccc3c2C)cc1

Screen / compound no.,26,27,28,29,30,31,32
PfG6PD inh,2.5,-6.3,-1.6,32.0,10.1,6.0,4.5
hIAP inh,5.3,4.4,18.6,14.6,1.2,3.3,10.5
APOBEC3A inh,0.6,0.1,2.3,7.7,5.2,3.1,-5.6
HKDC1 inh,6.2,-2.2,-8.8,15.0,-5.6,-4.6,-5.0
mIAP block,0.9,3.9,5.8,-0.4,-3.3,0.9,-2.9
ATG4B inh,-4.6,-8.7,-1.4,14.4,-5.7,-2.8,-5.1
mIAP activ,0.991,0.961,0.942,1,1.03,0.991,1.03
hIAP activ,0.947,0.956,0.814,0.854,0.988,0.967,0.895

Screening results (PubChem)
